High-throughput results: PubChem, National Center for Advancing Translational Sciences (NCATS)
GLP-1R agonist – GLP-1 receptor (human) agonism | P43220 | HEK293 GLP-1R CRE-luciferase, luminescence, 4-6 h; cells express a hypersensitive GLP-1R form | Potency, µM (doses to about 45.6 µM), for inactives: at the highest dose activation, usual class: activators | 380,000 tested, 0.007% active | AID 624172; further: potency means the concentration at half of the fitted maximal effect; % of control where 0% means no effect
PI5P4K alpha inh – blocks human PI5P4K alpha kinase activity; P48426; PI5P4Kalpha enzyme, ADP-Glo luminescence, 60 min; hits give low values; max response, %; 330,000 tested, 1.2% active; active means max response of -50% or lower; inconclusive means between -30% and -50%; inactive means -30% or higher; further: value at the top dose of about 77 µM; on the % scale 0 is the no-effect control and ±100 the full control effect
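Controls without substrate or without enzyme flank wells where PI5P4Kalpha converts substrate using 5 microM ATP (final). Incubation lasts 60 minutes at room temperature; ADP formed is read by ADP-Glo luminescence.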
IL-2 act – IL-2 activation | IL-2 activation reporter assay, cell-based qHTS; stimulated with anti-CD3/CD4/CD28 beads; in transgenic mouse T cells | activation, % (series mostly up to about 46 µM) | 360,000 tested, 0.065% active; in the data active means activation above about 50%; inconclusive means mostly about 30% to 49%; further: 0% is about no effect
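First, unstimulated transgenic mouse T cells were exposed to compound for 60 min. Next, anti-CD3/anti-CD4-coated beads with anti-CD28 were added. Finally, after 18 h at 37 degrees C, EGFP and DsRed were imaged.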
WRN inhibitor – inhibitors of human WRN helicase; 360,000 tested, 0.46% active; Potency, µM (top dose mostly 114 µM), for the others: at the highest dose activity change, negative = inhibition, most hits filed as inhibitors; WRN helicase unwinding, fluorescent forked duplex, kinetic; Q14191; further: potency means the concentration at half of the fitted maximal effect; on the % scale 0 is the no-effect control and ±100 the full control effect; nearly all actives have a fitted effect of over 55% in size
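Fluorescence dequenching readout, ex 525 nm/em 598 nm, kinetic mode: forked duplex DNA (100 nM final) with adjacent fluorophore and quencher unwound by WRN (20 nM final) with 2 mM ATP. Compound preincubation 15 min, room temperature.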
GLP1R inv ag – GLP-1 receptor (human) inverse agonism; P43220; HEK293 GLP-1R CRE-luciferase, luminescence, 24 h; GLP-1R form is constitutively active; Potency, µM (highest dose often 38.3 µM), for inactives: at the top dose activity change, negative = inhibition, most hits filed as inhibitors; 410,000 tested, 1.6% active; further: potency means the concentration at half of the fitted maximal effect; on the % scale 0 is the no-effect control and ±100 the full control effect; nearly all actives have a fitted effect of over 55% in size
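qHTS in 1536-well format: reporter HEK293 cells expressing constitutive GLP-1R activity in DMEM + 10% Nu serum, 24 hr with compounds at 37 deg C, luminescence read after 12 min with detection reagent.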
GLP1R cytotox – cytotoxicity in counter-screen for GLP-1R inverse agonists; 410,000 tested, 0.13% active; HEK293 cAMP-luciferase reporter cells, luminescence, 24 h; Potency, µM (titrated, usually from 38.3 µM), for inactives: at the top dose activity change, negative = inhibition, usual class: inhibitors; AID 624418;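 further: loss of luciferase light is scored as toxicity; potency means the concentration at half of the fitted maximal effect; on the % scale 0 is the no-effect control and ±100 the full control effect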
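A 23 nL compound transfer followed 12 hours of cell culture at 37 deg C; exposure then lasted 24 hr. Luciferase assay detection reagent was dispensed and plates read for luminescence after a 12 min room-temperature wait.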
D3 antag – antagonists of human D3 dopamine receptor. 360,000 tested, 2.5% active. AID 652054. D3R cells, DiscoveRx beta-arrestin luminescence, antagonist mode; hits give low values. max response, negative = inhibition, %. P35462; in the data active means max response below about -50%; inconclusive means no clear call, values can overlap the other calls; further: on the % scale 0 is the no-effect control and ±100 the full control effect; mostly tested at two doses, the higher about 12 µM
Target sequence (P35462 whole entry, looked up): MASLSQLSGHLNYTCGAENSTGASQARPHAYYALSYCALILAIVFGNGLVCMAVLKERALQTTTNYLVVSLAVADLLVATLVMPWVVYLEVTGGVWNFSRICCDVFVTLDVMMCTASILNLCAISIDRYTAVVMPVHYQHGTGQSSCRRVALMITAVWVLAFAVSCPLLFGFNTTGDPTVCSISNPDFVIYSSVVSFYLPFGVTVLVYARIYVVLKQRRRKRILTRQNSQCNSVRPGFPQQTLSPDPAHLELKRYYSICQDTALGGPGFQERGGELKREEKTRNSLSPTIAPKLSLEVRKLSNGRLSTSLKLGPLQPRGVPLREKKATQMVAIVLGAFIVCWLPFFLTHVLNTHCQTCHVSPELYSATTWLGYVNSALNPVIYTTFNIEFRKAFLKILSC
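Cells plated overnight at 1500 cells/well, then exposed to library compounds with dopamine controls for 90 minutes at 37 degrees C. DiscoveRx reagent added for 30–60 minutes at room temperature; luminescence read, quantitative HTS format.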
PLK1 PBD inh – PLK1 (human) polo-box domain binding inhibition; P53350; 360,000 tested, 2.8% active; Potency, µM, for inactives: max response, negative = inhibition, hits mostly inhibitors; Plk1 PBD binding of FITC phosphopeptide, fluorescence polarization; further: potency means the concentration at half of the fitted maximal effect; series mostly up to about 57 µM; on the % scale 0 is the no-effect control and ±100 the full control effect; nearly all actives have a fitted effect of over 65% in size
Target sequence (P53350 whole entry, looked up, the tested form may be a part): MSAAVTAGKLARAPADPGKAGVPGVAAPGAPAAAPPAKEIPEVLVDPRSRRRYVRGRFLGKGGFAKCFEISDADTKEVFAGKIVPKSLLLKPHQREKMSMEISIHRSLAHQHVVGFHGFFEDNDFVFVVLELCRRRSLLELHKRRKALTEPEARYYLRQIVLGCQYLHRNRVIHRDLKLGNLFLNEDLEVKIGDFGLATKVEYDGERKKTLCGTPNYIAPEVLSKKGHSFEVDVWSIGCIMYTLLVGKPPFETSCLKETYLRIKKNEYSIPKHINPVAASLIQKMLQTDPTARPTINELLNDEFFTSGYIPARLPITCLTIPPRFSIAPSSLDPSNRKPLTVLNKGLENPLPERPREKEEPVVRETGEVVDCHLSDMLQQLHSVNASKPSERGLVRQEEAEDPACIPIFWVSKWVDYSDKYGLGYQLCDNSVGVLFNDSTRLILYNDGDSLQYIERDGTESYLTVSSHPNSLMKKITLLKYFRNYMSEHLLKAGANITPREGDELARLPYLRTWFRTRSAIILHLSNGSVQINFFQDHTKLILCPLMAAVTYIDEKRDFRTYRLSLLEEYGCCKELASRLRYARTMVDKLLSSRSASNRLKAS
D3 ag – activates the human D3 dopamine receptor; P35462; D3R DiscoveRx beta-arrestin cells, luminescence, 90 min; max activation, %; 410,000 tested, 0.58% active; in the data active means max activation above about 30%; further: 0% is about no effect; mostly tested at two doses, the higher about 12 µM
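Agonist-mode cell screen: cells plated at 1500/well and incubated overnight at 37 °C, then exposed to library compounds for 90 min at 37 °C. Detection reagent was added for 30–60 min at room temperature, and luminescence was read.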
* = called active by the depositor; ? = inconclusive; . = not tested or not shown; & = joins results of further samples; [ ] = another dose, or the depositor's remark. Unless noted, the call rests on the fitted dose curve; in most records, active means well fitted curve in the direction sought with a large enough effect; inconclusive means small, poorly fitted or top-dose-only effect, or another doubt; inactive means no such curve, though single readings can be large; an effect the other way counts as inactive or inconclusive.

SMILES	GLP-1R agonist	PI5P4K alpha inh	IL-2 act	WRN inhibitor	GLP1R inv ag	GLP1R cytotox	D3 antag	PLK1 PBD inh	D3 ag
COc1ccc(C2CC(c3ccccc3)Nc3nc(NC(=O)c4ccco4)nn32)cc1 (stereo not drawn)	2%	2	0.0	1%	1%	2%	-11	-2%	1
CC(C)c1ccc(NC(=O)C2CCN(C(=O)[C@@H]3Cc4ccccc4CN3)CC2)cc1	-4%	6	-5.2	-5%	?	-26%	0	-17%	-8
O=C(Nc1ccc(-c2csnn2)cc1)C1CC1	4%	-3	2.8	0%	17%	10%	-1	5%	-5
Cc1c(Cl)c(C(=O)NNC(=S)NCc2ccco2)nn1C	-3%	0	-1.7	-13%	25%	18%	-29	-22%	-4
O=C(c1ccc(OC2CCN(CCc3ccccc3)CC2)cc1)N1CCCCC1CCCO (stereo not drawn)	-5%	1	-0.1	-7%	11µM*	-10%	-10	-8%	-5
CC1CCCCN1CCNC(=O)C1CCN(S(=O)(=O)c2cccc3nsnc23)CC1 (stereo not drawn)	-3%	5	-0.6	-6%	5%	1%	1	6%	1
CN(C)C(=O)CSc1nc(-c2ccccc2)nc2c1CCCC2	2%	0	-0.5	-1%	-2%	?	-19	-10%	-2
COc1ccc(C(CNC(=O)CN(C)S(=O)(=O)c2ccc(C)cc2)N2CCCC2)cc1 (stereo not drawn)	12%	-5	-0.8	4%	?	-6%	-99*	-1%	-14
O=C(c1ccc2nc3ccccc3c(=O)n2c1)N1CCN(Cc2ccc3c(c2)OCO3)CC1	9%	.	-1.3	-9%	1%	48%[activator]	19	-8%	14
O=C(Nc1ccc(S(=O)(=O)NC2=NCCCCC2)cc1)c1ccc2ccccc2n1	3%	-3	18	-2%	45%[activator]	8%	9	3%	8
CCCNS(=O)(=O)c1cccn1-c1ncc(C(F)(F)F)cc1Cl	5%	0	-1.7	0%	-2%	-13%	27	-2%	1
CC(C)N(Cc1nc(-c2ccc(Cl)cc2)no1)C(=O)c1ccco1	2%	.	.	.	?	6%	.	.	8
CCOc1ccc(/C=C2/Sc3ccc(C(=O)NCC4CCCO4)cc3N(C)C2=O)cc1OC (stereo not drawn)	?	-3	-0.7	-2%	164%[activator]	1%	15	?	5
C=CCn1c(SCC(=O)Nc2cc(NC(C)=O)ccc2OC)nnc1-c1ccccn1	9%	-3	-1.2	8%	15%	-1%	20	1%	3
COc1ccc(N(C(=O)/C=C/c2ccc(OC)c(OC)c2)C2=CC3CCC(C2)N3C)cc1 (stereo not drawn)	?	3	0.3	-23%[57.1 µM]	35%[activator]	13%	2	-11%	5
Cc1ccccc1OCc1nnc(SCC(=O)Nc2ccc(N3CCOCC3)c(Cl)c2)n1C	12%	16	0.2	3%	13%	-16%	0	-3%	-7
CC(=O)Nc1ccc(Nc2cc(C)nc3ccccc23)cc1	9%	1	0.6	6%	34%[activator]	-22%	10	-9%	9
CC(=O)Nc1ccc(-c2cc(C(=O)O)c3cc4ccccc4cc3n2)cc1	1%	-1	-0.8	1%	-6%	-9%	13	0%	3
CC(=O)NC12CC3CC(C1)CC(C(=O)N1CCN(c4ncccn4)CC1)(C3)C2	5%	1	-2.8	-36%	14%	8%	-7	-11%	0
Cc1cccc(C)c1NC(=O)C1CCCNC1 (stereo not drawn)	-5%	.	0.0	1%	-25%	-2%	20	-1%	0
COc1ccc2c(c1)c(=O)oc1cc(OCC(=O)NC3CCCCC3)ccc12	9%	.	-2.3	-12%[11.6 µM]	0%	9%	23	-25%	-2
O=C(CNCc1ccncc1)Nc1cc(S(=O)(=O)N2CCCCC2)ccc1Cl	8%	-3	-3.2	-1%	3%	0%	-10	-7%	-2
COCCNC(=S)N/N=C/c1c(C)[nH]c2ccccc12	11%	-2	2.0	-25%[57.1 µM]	-22%	17%	-14	0%	-2
O=C(CSc1nc2ccc(Nc3nc(N4CCCC4)nc(N4CCCC4)n3)cc2s1)NCc1ccco1	5%	-7	-3.3	-11%	8%	3%	116	-15%	19
O=C(CN1C(=O)NC2(CCc3ccccc32)C1=O)Nc1ccccc1OC(F)F (stereo not drawn)	-1%	-4	0.6	1%	-26%	3%	11	1%	-1

Compound profiles, as listed above:
COc1ccc(N(C(=O)/C=C/c2ccc(OC)c(OC)c2)C2=CC3CCC(C2)N3C)cc1 (stereo not drawn) across the screens: GLP-1R agonist = ?; PI5P4K alpha inh = 3; IL-2 act = 0.3; WRN inhibitor = -23%[57.1 µM]; GLP1R inv ag = 35%[activator]; GLP1R cytotox = 13%; D3 antag = 2; PLK1 PBD inh = -11%; D3 ag = 5
CC(=O)NC12CC3CC(C1)CC(C(=O)N1CCN(c4ncccn4)CC1)(C3)C2 across the screens: GLP-1R agonist = 5%; PI5P4K alpha inh = 1; IL-2 act = -2.8; WRN inhibitor = -36%; GLP1R inv ag = 14%; GLP1R cytotox = 8%; D3 antag = -7; PLK1 PBD inh = -11%; D3 ag = 0
O=C(Nc1ccc(-c2csnn2)cc1)C1CC1 across the screens: GLP-1R agonist = 4%; PI5P4K alpha inh = -3; IL-2 act = 2.8; WRN inhibitor = 0%; GLP1R inv ag = 17%; GLP1R cytotox = 10%; D3 antag = -1; PLK1 PBD inh = 5%; D3 ag = -5

(listing goes on)
SMILES	GLP-1R agonist	PI5P4K alpha inh	IL-2 act	WRN inhibitor	GLP1R inv ag	GLP1R cytotox	D3 antag	PLK1 PBD inh	D3 ag
O=C(N/N=C\c1ccc(Cl)cc1)C1=NOC2COC3(CCN(c4ccc([N+](=O)[O-])cc4)CC3)OCC12 (stereo not drawn)	6%	4	-1.9	-7%	?	-30%	-6	?	1
COc1ccc(C)cc1Cn1nnc2ccccc21	16%	-3	0.0	8%	5%	9%	9	-10%	7
Cc1cc(NC(=O)CN2C(=O)C3CC=CCC3C2=O)no1 (stereo not drawn)	-9%	0	-2.0	-1%	4%	-2%	3	-10%	5
CC1CCN(C(=O)c2ccc(S(=O)(=O)Cc3ccccc3F)c([N+](=O)[O-])c2)CC1	-36%[inhibitor]	2	0.4	3%	-30%	-16%	5	-13%	3
COc1cc(/C=C/c2ccc3cccc(O)c3n2)cc(Cl)c1OC	22%	21	-0.8	8%	?	?	-52*	3%	-17
CN1CCCCC1CCN1c2ccccc2Sc2ccc(S(C)=O)cc21 (stereo not drawn)	4%&18%	4	0.0	-6%	-6%	-1%	-75*	-12%	-85&-19&-2
Cn1c(=S)oc2ccccc21	1%	-2	-2.1	2%	-12%	0%	12	-8%	16
COc1cc(NC(=O)c2sc3ncn(CC(=O)N4CCCCC4)c(=O)c3c2C)cc(OC)c1OC	0%	0	-3.8	-3%[57.1 µM]	43%[activator]	6%	-10	-7%	-1
COc1cccc(NC(=O)CNc2cc(S(=O)(=O)N3CCOCC3)ccc2N2CCCC2)c1	5%	-4	2.2	1%	-4%	-27%	1	3%	-3
Nc1[nH]nc2c1NN(c1ccc(Cl)cc1Cl)N2	2%	3	2.6	0%	10%	17%	7	-5%	0
Nc1[nH][nH]c(=O)c1N=Nc1ccc2c(c1)OCO2	6%	-14	0.2	0%	-8%	?	-27	-10%	-4
CN(C)CCN(C(=O)CN1C(=O)c2ccccc2C1=O)c1nc2cc3c(cc2s1)OCCO3	0%	1	0.5	-2%	-22%	6%	-4	-8%	-3
COc1ccc(Cc2c(-c3ccco3)nc3ccc(Cl)cn23)c(C)c1	-1%	?	-0.6	-5%	7%	-5%	?	?	-14
COc1cc(C2=NOC(C(=O)NCc3ccco3)C2)cc(OC)c1OC (stereo not drawn)	-7%	.	-2.2	6%	-19%	-32%	3	-8%	2
Cc1ccc(Nc2nc(N)c(C#N)c(CC#N)c2C#N)cc1	8%	-12	-0.5	-3%	96%[activator]	2%	-7	-12%	-3
Cc1ccc2nc(-c3ccccc3)c(CC(=O)O)c(C(=O)O)c2c1	-9%	-5	0.4	-9%	-3%	2%	0	-2%	1
COC(=O)C1=C(C)N(Cc2ccccc2)C(=NCc2cccc(C(F)(F)F)c2)N[C@H]1c1cccc(C(F)(F)F)c1	1%	-22	-0.6	-9%	-5%	21%	33	-14%	-5
O=C(/C=C\c1ccc(-c2cccc([N+](=O)[O-])c2)o1)N1CCOCC1	?	0	-0.5	-1%	354%[activator]	3%	3	-6%	-10
CCC1(c2ccccc2)NC(=O)N(CC(=O)Nc2ccccc2N2CCCC2)C1=O (stereo not drawn)	-1%	12	-1.0	-12%	-27%	2%	14	-14%	2
COC(=O)c1ccccc1NC(=S)N(Cc1ccc2c(c1)OCO2)Cc1cc2cc(C)ccc2[nH]c1=O	-3%	7	-0.5	-14%	-13%	-9%	1	3%	2
CCN1CCN(CCCCOc2ccccc2F)CC1	3%	-2	0.2	6%	0%	2%	-72*	4%	-11
[O-]/[N+](=C\c1ccccc1)[C@@H]1CCCC[C@@H]1/[N+]([O-])=C/c1ccccc1	-1%	7	-0.2	6%	3%	-2%	-6	-2%	1
CCCNC(=O)C1(C)CCCN(C(=O)c2cccc(C(F)(F)F)c2)C1 (stereo not drawn)	1%	-1	0.5	3%	13%	8%	8	-1%	19
COc1ccc(N2CCN(C(=O)CSc3nnc(NC(=O)C4CC4)s3)CC2)cc1	0%	7	-0.6	-2%	2%[0.307 µM]	-1%[0.307 µM]	1	-3%	6
